Screening data: PubChem, National Center for Advancing Translational Sciences (NCATS)
DT40 TDP1 no CPT = qHTS for Inhibitors of human tyrosyl-DNA phosphodiesterase 1 (TDP1): qHTS in cells in absence of CPT | Potency, µM (series often up to 46.2 µM), without a hit: at the highest dose activity change, negative = growth inhibition, most hits filed as inhibitors | actives 15% (n = 420,000) | DT40 Tdp1-/- hTDP1 cells, no CPT, ATP luminescence, 48 h; further: nearly all actives have a fitted effect of over 55% in size
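Camptothecin absent (DMSO only). Human TDP1-complemented DT40 knockout cells, 400 cells/well, 37 °C for minimum 48 hr; ATP measured via CellTiter-Glo, 30 min dark incubation, luminescence.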
DT40 TDP1 CPT = growth inhibition of DT40 Tdp1-/-;hTDP1 cells with camptothecin (screen for TDP1 inhibitors); AID 686979; Potency, µM (doses to about 46.2 µM), without a hit: at the top dose activity change, negative = growth inhibition, actives largely listed as inhibitors; chicken DT40 Tdp1-/-;hTDP1 cells + 20 nM CPT, ATP luminescence, 48 h; actives 12% (n = 420,000); further: nearly all actives have a fitted effect of over 55% in size
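Chicken DT40 Tdp1-/- cells stably complemented with human TDP1 were seeded at 400 cells/well in medium containing 20 nM camptothecin, exposed to pin-transferred compounds, and grown at 37 °C for at least 48 hr. Viability was read as ATP luminescence.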
TDP1 inh = inhibitors of human tyrosyl-DNA phosphodiesterase TDP1 | recombinant TDP1, AlphaScreen DNA substrate cleavage | Potency, µM (top dose mostly 130 µM), inactives show at the top dose activity change, negative = inhibition, actives largely listed as inhibitors | actives 0.28% (n = 350,000) | AID 485290; further: nearly all actives have a fitted effect of over 40% in size
Target sequence (Q9NUW8 whole entry, looked up): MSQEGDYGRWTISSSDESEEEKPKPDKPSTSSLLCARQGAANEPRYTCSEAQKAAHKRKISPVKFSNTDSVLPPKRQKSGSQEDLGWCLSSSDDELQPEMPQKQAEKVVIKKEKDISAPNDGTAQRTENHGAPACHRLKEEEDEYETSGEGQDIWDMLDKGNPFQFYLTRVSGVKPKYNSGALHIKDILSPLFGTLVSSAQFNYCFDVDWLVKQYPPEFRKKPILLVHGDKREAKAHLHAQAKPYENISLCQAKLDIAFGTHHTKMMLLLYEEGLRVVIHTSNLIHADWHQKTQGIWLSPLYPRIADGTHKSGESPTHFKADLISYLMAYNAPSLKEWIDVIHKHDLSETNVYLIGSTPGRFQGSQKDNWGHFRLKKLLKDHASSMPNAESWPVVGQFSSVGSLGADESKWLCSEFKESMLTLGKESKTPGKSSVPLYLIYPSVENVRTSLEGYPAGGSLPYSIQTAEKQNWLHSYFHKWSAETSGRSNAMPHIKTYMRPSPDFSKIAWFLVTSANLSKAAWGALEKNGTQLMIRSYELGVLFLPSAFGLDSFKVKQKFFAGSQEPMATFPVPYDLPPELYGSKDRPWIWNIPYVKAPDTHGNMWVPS
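Enzyme-compound mixtures sat 15 min at room temperature, followed by a 5 min reaction with 15 nM final substrate and 10 min with AlphaScreen beads. Recombinant human Tdp1 was used at 1 nM final.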
The depositor's hits bear a star; ? = inconclusive; nt = no result given; & = joins results of further samples; [ ] = remark or other dose. The call rests on the fitted dose curve; in most records, active means well fitted curve in the direction sought with a large enough effect; inconclusive means small, poorly fitted or top-dose-only effect, or another doubt; inactive means no such curve, though single readings can be large; an effect the other way counts as inactive or inconclusive. On the % scale 0 is the no-effect control and ±100 the full control effect; potency means the concentration at half of the fitted maximal effect.

SMILES | DT40 TDP1 no CPT | DT40 TDP1 CPT | TDP1 inh
CC(NC(=O)COc1ccc(/C=N/NS(=O)(=O)c2ccccc2)cc1)c1ccccc1 (centres undefined) | ? | -15% | 7%
CCCCCCCCN1C(=O)[C@H](CC(=O)NCCCOCCCC)C[C@@]2(C(=O)OCC)CCCC=C12 | 16µM* | 13µM* | nt
CN(C)C(CNc1ncnc2sc3c(c12)CCCCC3)c1ccco1 (centres undefined) | 18µM* | ? | 4%
OCCCNc1ncnc2c1ncn2[C@H]1CN(Cc2ccc3c(c2)OCO3)C[C@@H](CO)O1 | -3% | ? | nt
O=C(Nc1ccccc1O)c1ccc(NC(=O)C2CC2)cc1 | 12µM* | 12µM* | 1%
O=C(CSc1nc2ccccc2c(=O)n1-c1ccccc1)N1CCCC1 | -2% | -24% | -2%
Cc1noc(C)c1C(=O)N1CCC2(CC1)CN(Cc1cc(C(F)(F)F)cc(C(F)(F)F)c1)C2 | -11% | -4% | nt
O=[N+]([O-])c1ccc(OC(F)F)c(/C=N/n2cnnc2)c1 | 6.5µM* | 5.8µM* | -3%
Cc1cc(=O)[nH]c(SCC(=O)Nc2cccc3ccccc23)c1C#N | -1% | -18% | 2%
CCCCn1c(N)c(N(CC(C)C)C(=O)C2CC(=O)N(Cc3ccccc3)C2)c(=O)[nH]c1=O (centres undefined) | 11% | -9% | -9%
CCOc1ccc(NS(=O)(=O)c2ccc3[nH]c(=O)cc(C(=O)O)c3c2)cc1 | ? | 27% | 2%
CCN(Cc1ccccc1)C(=O)c1cc2ccc3cccnc3c2[nH]1 | 18µM* | ? | 1%
C=CCN1C(=O)C(CC(=O)O)SC1=Nc1ccc(N=Nc2ccccc2)cc1 (centres undefined) | -5% | 5% | 8%
Cc1nonc1NC(=O)CSc1nc2ccccc2cc1C#N | ? | ? | -10%
CCOC(=O)C(=Cc1ccc(N(C)C)cc1)C(=O)c1ccccc1 | ? | 16µM* | nt
CC(=O)c1c(C)oc2c1C(=O)c1ccccc1C2=O | 7.3µM* | 8.2µM* | 6%
Cc1ccc(NC(=O)COc2ccc(C(=O)NCCc3ccccc3)cc2)cc1 | -7% | -17% | nt
CCNc1ncc2nc(-c3cc(F)cc(F)c3)c(=O)n(C)c2n1 | -1% | -6% | nt
CCOc1ccc(CNCc2c(C(=O)O)n(Cc3ccccc3C)c3cc(OC)ccc23)cc1OC | 1µM* | 0.65µM* | 3%
COc1ccc(OC)c(S(=O)(=O)N2CCC(NC(=O)c3ccccc3)CC2)c1 | ? | -7% | nt
Cc1ccc(NS(=O)(=O)c2ccc(CCC(=O)N3CCOCC3)cc2)cc1 | ? | ? | 11%
CCc1nc(Nc2ccc(F)cc2)c2oc3ccccc3c2n1 | ? | ? | nt
COc1ccc(N(C(=O)c2ccco2)C(C(=O)NC2CCCCC2)c2cccs2)cc1OC (centres undefined) | ? | ? | 0%
O=c1[nH]cc(S(=O)(=O)N2CCN(c3cccc(C(F)(F)F)c3)CC2)c(=O)[nH]1 | -6% | -1% | 1%
COc1ccc2nc(-c3ccc(N)cc3)[nH]c2c1 | ? | ? | -6%[56.1 µM]
(further entries)
SMILES | DT40 TDP1 no CPT | DT40 TDP1 CPT | TDP1 inh
COc1ccc(CN2C(=O)C(C)Nc3ncnc(N4CCN(c5ccccn5)CC4)c32)cc1 (centres undefined) | 23µM* | ? | 5%
Cc1cccc(C)c1OCc1n[nH]c(=S)n1N | 0% | -16% | 2%
CC(=O)C1=C(O)C(=O)N(c2ccc(O)cc2)C1c1ccccc1F (centres undefined) | 8% | 4% | nt
Cc1[nH]c2ccc(OCc3ccccc3)cc2c1CCN1C(=O)OC(C)(C)C1(C)O (centres undefined) | ? | ? | 7%
O=C(C1=NN[C@@H]2C(=O)N(c3ccccc3C(F)(F)F)C(=O)[C@H]12)c1ccc2ccccc2n1 | -10% | -5% | 3%
Cc1cc2oc3c(c(=O)c2cc1C)C(c1cccc(Br)c1)N(Cc1ccco1)C3=O (centres undefined) | ? | ? | 4%
CC(C)OCC(O)CN1CCN(C(c2ccccc2)c2ccccc2)CC1 (centres undefined) | -29% | -17% | 1%
COc1cc(CCC(=O)NC2(C)CCS(=O)(=O)C2)cc(OC)c1OC (centres undefined) | -3% | -4% | 1%
CC(C)c1c(C(=O)N/N=C/c2ccc(-c3ccccc3)cc2)nnn1-c1nonc1N | 2% | 5% | 1%
O=C(COC(=O)/C=C/c1ccc([N+](=O)[O-])cc1)Nc1ccc(F)cc1 | 5% | -1% | 0%
COc1cccc(OCCNCc2ccccc2)c1 | 18µM* | ? | nt
Cc1cccn2c(=O)c3cc(C#N)c(=O)n(Cc4cccnc4)c3nc12 | -19% | -22% | 5%
Cc1oc(-c2ccccc2F)nc1CS(=O)CC(=O)NC1CCCCC1 (centres undefined) | -10% | -10% | nt
Cc1nc(-c2cccc3ccccc23)ccc1C(=O)O | 5% | 11% | 4%
Cc1cccc2cc(C#N)c(NCCNS(=O)(=O)c3ccccc3)nc12 | 0% | 1% | nt
Cc1cc(C)nc(N2CCC(C(=O)NNC(=O)c3ccc(Cl)cc3)CC2)n1 | -2% | -17% | 1%
Nc1nnc(-c2ccco2)s1 | -18% | -28% | 3%
COC(=O)c1ccc(C)c(N(CCO)CCO)c1 | -1% | 2% | 3%
Cc1ccc(CNC(=O)CCS(=O)(=O)c2ccc3c(c2)CC(C)N3C(=O)C2CC2)cc1 (centres undefined) | 5.8µM* | 7.3µM* | 6%&-6%
Cc1cc2sc3ccc(C#CC4(O)CCCCC4)cc3c(=O)c2cc1C | ? | -21% | nt
NS(=O)(=O)c1ccc(NCc2cnc3ccccc3n2)cc1 | ? | ? | nt
Cc1ccc(C)c(NC(=O)CN(C)C(=O)C2CCCC2)c1 | -17% | -9% | 2%
COc1cccc(Cn2c(=O)cnc3cnc(Nc4cccc(OC)c4)nc32)c1 | ? | ? | nt
C=CCNC(=O)c1ccccc1NC(=O)Nc1ccccc1 | -4% | 0% | 4%
COc1ccc(C2=NC(C)(C)N(CC(=O)Nc3ccc(F)c(F)c3)C2=O)cc1 | ? | ? | 5%

Compound profiles, from the list above. Screens in order: DT40 TDP1 no CPT, DT40 TDP1 CPT, TDP1 inh
CC(C)c1c(C(=O)N/N=C/c2ccc(-c3ccccc3)cc2)nnn1-c1nonc1N is listed as 2%, 5%, 1%
C=CCNC(=O)c1ccccc1NC(=O)Nc1ccccc1 is listed as -4%, 0%, 4%
COc1cc(CCC(=O)NC2(C)CCS(=O)(=O)C2)cc(OC)c1OC (centres undefined) is listed as -3%, -4%, 1%
COC(=O)c1ccc(C)c(N(CCO)CCO)c1 is listed as -1%, 2%, 3%
COc1ccc(C2=NC(C)(C)N(CC(=O)Nc3ccc(F)c(F)c3)C2=O)cc1 is listed as ?, ?, 5%

Quoted from the listing:
TDP1 inh with Cc1[nH]c2ccc(OCc3ccccc3)cc2c1CCN1C(=O)OC(C)(C)C1(C)O (centres undefined) stands at 7%
DT40 TDP1 no CPT with Nc1nnc(-c2ccco2)s1 stands at -18%
TDP1 inh with COc1ccc(C2=NC(C)(C)N(CC(=O)Nc3ccc(F)c(F)c3)C2=O)cc1 stands at 5%
TDP1 inh with Cc1cccc(C)c1OCc1n[nH]c(=S)n1N stands at 2%
DT40 TDP1 no CPT with Cc1cccn2c(=O)c3cc(C#N)c(=O)n(Cc4cccnc4)c3nc12 stands at -19%

The list continues.
SMILES | DT40 TDP1 no CPT | DT40 TDP1 CPT | TDP1 inh
CC1C(=O)N(Cc2cn(CC3CCCCC3)nn2)CCS(=O)(=O)N1Cc1ccc(-c2cccc(CO)c2)cc1 (centres undefined) | 23µM* | 15µM* | nt
CN1C(=O)CC(C(=O)O)SC1=Nc1ccc(F)cc1 (centres undefined) | -11% | -5% | -7%[56.1 µM]
CCOC(=O)/C=C/[C@H]1CCc2cccc(Cl)c2O1 | -2% | -17% | nt
CC1CCCC(C)N1C(=O)COC(=O)c1cccs1 (centres undefined) | 14% | 2% | 0%
Cc1ccc2nc(NC(=O)CSc3cc(C)[nH]c(=O)n3)sc2c1 | -1% | 8% | -5%
COc1ccc(C(=O)Nc2ccc3cn[nH]c3c2)c(OC)c1 | -3% | 19% | 0%
CC(C)(C)OC(=O)N1CCC(Cc2cc(-c3cccc(Br)c3)no2)(C(=O)O)CC1 | -4% | -6% | nt
CCCNS(=O)(=O)c1cccc2cccnc12 | -15% | -24% | 0%
N=c1c(C(=O)NC2CCCCC2)cc2c(=O)n3ccccc3nc2n1Cc1ccccc1 | ? | ? | 2%
Fc1ccc(-n2c(Cc3cccs3)n[nH]c2=S)cc1Cl | 16% | 13% | 3%
Cc1ncc2c(c1CNC(=O)c1ccc3c(c1)OCO3)CCN(C(=O)c1cnsn1)C2 | -2% | 6%[9.04 µM] | nt
COC(=O)c1ccccc1NC(=O)CSc1nc(N)cc(N)n1 | -16% | -7% | 7%
CCCCNC(=O)CCC(=O)Nc1ccc2nc(N3CCC(C)CC3)cc(C)c2c1 | ? | ? | 5%
CCN(C(=O)COC(=O)c1cc(S(=O)(=O)Nc2c(C)n(C)n(-c3ccccc3)c2=O)ccc1Cl)C1CCCCC1 | ? | 0% | 1%
Cc1cccc(C(=O)NCCC(=O)NCc2ccccc2F)c1 | -2% | 1% | 0%[56.1 µM]
CCOc1cc(C2C(C#N)=C(N)Oc3cc(N)ccc32)ccc1O (centres undefined) | ? | ? | nt
COc1ccc(OC)c(CNS(=O)(=O)c2c(C)nc3scc(C)n3c2=O)c1 | -3% | -2% | 0%
CC(C)C(c1nnnn1Cc1cccs1)N1CCN(c2ccccc2)CC1 (centres undefined) | ? | ? | 4%
Cn1c(SCC(=O)NCc2ccccc2)nnc1-c1ccc(NC(=O)CCc2ccccc2)cc1 | ? | 1% | 0%
O=C(NCCCN1CCc2ccccc2C1)Nc1ccc(Br)cc1 | ? | ? | 6%
CCn1c(=O)cc(OCC(=O)Nc2cccnc2)c2ccccc21 | -12% | 3% | 6%
O=C(C1CCCN(S(=O)(=O)c2ccc(Br)s2)C1)N1CCN(c2ccccc2)CC1 (centres undefined) | 13µM* | 18µM* | 9%&8%
N/C(=N\OC(=O)Nc1ccccc1)c1ccno1 | -4% | -1% | nt
CC1=N/C(=C/c2ccco2)C(=O)O1 | -4% | 22% | 5.6µM*
O=C(COC(=O)c1ccc2c(=O)n3c(nc2c1)CCC3)NC1CCS(=O)(=O)C1 (centres undefined) | -5% | 10% | -1%
Continuation:
SMILES | DT40 TDP1 no CPT | DT40 TDP1 CPT | TDP1 inh
CC(CC(=O)OCC(=O)Nc1ccc2[nH]c(=O)[nH]c2c1)c1ccccc1 (centres undefined) | ? | -10% | -6%
COc1cc2c(cc1OC)/C(=C/C(=O)c1ccc(C)cc1)NCC2 | ? | ? | nt
Cn1cc(Br)c(-c2cccc(N3C(=O)CC(C)(C)CC3=O)c2)n1 | -19% | 1% | 3%
Cc1ccc2c(c1)cc1c(=O)n(Cc3ccc(Cl)cc3)nc(C)n12 | -12% | -19% | 0%
COc1cccc(C(c2sc3nc(-c4ccco4)nn3c2O)N2CCC(O)CC2)c1 (centres undefined) | -19% | 25% | 0%
CC1(C)Cc2c(sc3c2c(=N)n(Cc2ccco2)c(=O)n3Cc2ccc(Cl)cc2)CO1 | ? | -110% | 0%
FC(F)(F)c1nnc2n1N=C(c1ccccc1)CS2 | 6% | -2% | nt
CCc1ccc(C2C(C(=O)Nc3ccccc3)=C(C)Nc3nc(SCC(=O)c4ccc(C)cc4)nn32)cc1 (centres undefined) | -12% | -10% | -3%
COC(=O)c1cccc(NC(=O)c2ccc(OC)c(Cl)c2)c1 | ? | 3% | 3%
CCCCNC(C(=O)Nc1ccc(Cl)c([N+](=O)[O-])c1)c1ccccc1 (centres undefined) | 21µM* | ? | -5%
CCN(CC(=O)Nc1ccc2c(c1)OCO2)CC(=O)Nc1ccccc1C(F)(F)F | -16% | -16% | 1%
COc1ccc(Br)cc1/C=N/NC(=O)c1cc(OC)c(OC)c(OC)c1 | ? | ? | 3%
CC(C)Cc1nnc(NC(=O)c2cccc(S(=O)(=O)N3CCN(C)CC3)c2)s1 | 3% | -15% | -11%
O=C(c1cc(COc2cccc3cccnc23)on1)N1CCC[C@H]1CO | 0% | -3% | nt
CCOc1ccc(NC(=O)c2ccc3c(=O)n4nc(Nc5ccccc5C)sc4nc3c2)cc1 | 6.5µM* | ? | 6%
CC(C)(C)c1csc(CS(=O)(=O)c2ccccn2)n1 | -2% | -2% | 9%
COc1ccc(S(=O)(=O)NCc2cccs2)cc1 | -5% | -18% | 22µM*
Oc1cccc(C(=S)N2CCCCC2)c1 | ? | ? | -5%
Cc1noc(C)c1COc1ccccc1C(=O)N(C)CC(=O)Nc1ccc(F)cc1 | -15% | 8% | nt
CCOc1ccccc1NC(=O)C1CCCCN1S(=O)(=O)c1ccc(F)cc1 (centres undefined) | 21µM* | -28% | -3%
